Source: PubChem BioAssay
UBC9 SUMO inh: inhibitors of in vitro SUMOylation cascade, primary screen, biochemical, HTRF, uHTS; 290,000 compounds, 0.36% hits; SUMO-conjugating enzyme UBC9 (Homo sapiens), P63279; inhibition, % at 35 µM; HTRF SUMOylation assay, SAE1/SAE2 + UBC9; in the data active means inhibition above about 50%, passing the limit was not always enough; further: strong numbers were not always called active
Target sequence (P63279 whole entry, looked up): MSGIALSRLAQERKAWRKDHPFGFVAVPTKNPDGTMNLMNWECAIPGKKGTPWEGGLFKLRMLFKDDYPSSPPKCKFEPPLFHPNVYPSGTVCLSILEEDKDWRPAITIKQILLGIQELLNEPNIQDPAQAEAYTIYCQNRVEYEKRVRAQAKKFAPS
MEKK2wt PB1 HTS: modulators of MEK5 binding to wildtype MEKK2, primary screen, biochemical, multiplex bead flow cytometry, Alexa488-MEK5; Mitogen-activated protein kinase kinase kinase 2 (Homo sapiens), Q9Y2U5; Alexa488-MEK5 binding to MEKK2 WT; actives lie on both sides; binding response (% of control), % at 10 µM; 290,000 compounds, 1.1% hits; AID 1531, 2009; in the data active means binding response below about 67% or above about 130%
PfM18AAP inh: PfM18AAP inhibitors, malaria aminopeptidase, primary screen, biochemical, QFRET, recombinant enzyme | H-Glu-NHMec fluorogenic cleavage | inhibition, % at 7.35 µM | 290,000 compounds, 1.2% hits | AID 1822, 2009;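 active means inhibition above the campaign mean inhibition over all tested compounds plus 3 SD, cut at about 28% in these data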;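 further: 0% = plate median of test compound wells and 100% = 2 mM ZnCl2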
NS3 helicase inh: inhibitors of HCV NS3 helicase, primary screen, biochemical, Cy5 molecular beacon fluorescence | Hepatitis C virus NS3 helicase | NS3 helicase DNA unwinding | inhibition, % at 10.9 µM | 290,000 compounds, 0.56% hits;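 active means inhibition above the mean of all tested compounds plus 3 SD, set per campaign, cut at about 35% in these data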;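 further: 0% = DMSO wells and 100% = thioflavine S control wells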
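System: HCV NS3 helicase fragment; control set: DMSO and thioflavine S; technique: Cy5 fluorescence at 0 and 60 min, beacon hairpin quenching; reagent: beacon DNA duplex substrate plus ATP; replicates: singlicate; schedule: 1 h reaction at 25 °C, ATP-initiated; medium: MOPS buffer pH 6.5 with MgCl2, DTT, Tween20, BSA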
MEKK2 mut-MEK5: MEK5 binding signal on mutant MEKK2 PB1, primary screen, biochemical, multiplex bead flow cytometry, Alexa488-MEK5; Alexa488-MEK5 binding to MEKK2 mutant; percent response, % at 10 µM; 290,000 compounds, 0.35% hits; in the data active means percent response above about 24%, passing the limit was not always enough; further: inactives centre near 1; some results filed as inactive read as strong as hits
NALP1 inh: NALP1 inflammasome inhibitors in reconstituted yeast, colorimetric, S. cerevisiae, triplicate retest; S. cerevisiae NALP1/ASC/caspase-1 growth, X-gal OD620, 72 h; inhibition, % at 10 µM; 280,000 compounds, 0.61% hits; AID 2071, 2009; in the data active means inhibition mostly above about 24%, no sharp cut-off; inactive means mostly below about 32%; further: some compounds called inactive have numbers as strong as hits
IMP-1 inhibitor: IMP-1 metallo-beta-lactamase inhibitors, primary screen, biochemical, epi-absorbance readout, Pseudomonas aeruginosa enzyme | metallo-beta-lactamase IMP-1 (Pseudomonas aeruginosa) | purified IMP-1, nitrocefin hydrolysis, epi-absorbance fluorescence | inhibition, % at 5.6 µM | 290,000 compounds, 0.45% hits | AID 1556, 2009;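 active means inhibition above the mean plus 3 SD of all compounds in the same screening run, cut at about 4.5% in these data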;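 further: 0% = IMP-1 with DMSO and 100% = DMSO wells lacking enzyme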
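System – purified recombinant IMP-1 beta-lactamase · Input – IMP-1 dispensed at 0.2 nM · Timing – 15 min preincubation plus 25 min reaction at 25 °C · Signal – Epi-absorbance fluorescence, 480 nm excitation, 530 nm emission · Measure – percent IMP-1 inhibition derived from blank-referenced optical density · Controls – Enzyme-plus-DMSO low control, enzyme-free DMSO high control · Replication – singlicate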
VIM-2 inhibitor: VIM-2 metallo-beta-lactamase inhibitors, primary screen, biochemical, epi-absorbance readout, Pseudomonas aeruginosa enzyme; 290,000 compounds, 0.89% hits; inhibition, % at 5.6 µM; purified VIM-2, nitrocefin hydrolysis, epi-absorbance fluorescence;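 active means inhibition above the mean of all tested compounds plus 3 SD, cutoff set per screening run, cut at about 7.5% in these data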;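 further: red hydrolysis product quenches plate fluorescence so inhibitors raise well fluorescence; 0% = enzyme with DMSO and 100% = DMSO without enzyme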
FID counter: compounds displacing fluorescent DNA intercalator, primary screen, artefact control for HCV NS3 helicase inhibitor project, biochemical, FID fluorescence | 290,000 compounds, 0.17% hits | DNA fluorescent intercalator displacement | inhibition, % at 7.9 µM; in the data active means inhibition above about 37%;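 further: 0% = vehicle and 100% = reference compound; higher means more ethidium bromide displaced from hairpin DNA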
* marks the source's active call; other numbers are inactive results; nt = no result given. Random draw from the library; overall some 4.7% were active at least once.

SMILES	UBC9 SUMO inh	MEKK2wt PB1 HTS	PfM18AAP inh	NS3 helicase inh	MEKK2 mut-MEK5	NALP1 inh	IMP-1 inhibitor	VIM-2 inhibitor	FID counter
CC(NC(=O)C(c1ccccc1)c1ccccc1)C(=O)N1CCCCC1 (stereo not drawn)	8	100	1	10	-2	1	-3.3	-2.3	-20
CCOC(=O)c1c2c(c(=S)n(-c3ccccc3)c1N)CCC2	15	94	9	7	0	26	0.6	-1.1	-11
CC(C)N1C(=O)CSC1c1ccc(Br)cc1 (stereo not drawn)	-9	113	-9	1	-1	10	-1.9	0.0	-4
Fc1ccc(-n2nnc(-c3nccs3)n2)cc1	32	90	-6	-5	3	12	0.7	1.1	-2
COC(=O)c1ccc(Nc2cc(C)nc3ccccc23)cc1	10	100	-2	-19	9	10	-1.2	1.1	4
CCOCCCNC(=O)COc1ccc(OC)cc1	10	nt	-29	8	nt	9	-4.0	-5.4	-3
COc1ccc2c(c1OC)C(=O)N1C2SC[C@H]1C(=O)NC1CCCCC1 (stereo partly drawn)	9	95	-5	4	3	11	-3.8	-3.3	-18
O=S(=O)(c1ccc(Br)cc1)N1CCCN(Cc2cccc(F)c2)CC1	-16	96	3	-11	0	64	-0.8	-0.8	-5
Cc1cc(C)c(S(=O)(=O)N2CCOC2CNC(=O)C(=O)NCCc2ccc(S(N)(=O)=O)cc2)c(C)c1 (stereo not drawn)	5	93	1	0	-1	8	-1.4	-2.1	-28
CCOC(=O)c1ccccc1NC(=O)CSc1nnc(Cc2cccn2C)n1-c1ccc(F)cc1	10	106	-4	35	12	4	-4.1	-4.3	-45
CC(C)(C)OC(=O)NC1CONC1=O (stereo not drawn)	7	100	-2	-1	-1	29	-1.7	-2.0	-8
CC(Oc1ccc(Cl)cc1)C(=O)NCC1CCCO1 (stereo not drawn)	9	97	0	9	1	7	-5.6	-3.1	-6
O=C(O)C(Cc1cc2ccccc2[nH]1)N1C(=O)C2CC=C(Cl)CC2C1=O (stereo not drawn)	10	100	3	5	6	-13	-2.3	-2.3	-6
CC1=[N+]([O-])C(C)(C)CC(C)(C)c2ccccc21	0	109	-7	-2	2	5	-5.0	-4.6	-3
O=C(Nc1ccc2nc(-c3cccs3)[nH]c2c1)c1cccs1	22	103	1	9	2	13	-1.9	-2.1	-8
c1ccc(-c2ccccc2OCc2nnc3n2CCC3)cc1	4	103	-6	-6	3	0	-4.4	-3.8	-12
OCC1(Cc2ccccc2)CCCN(Cc2c[nH]c3ccccc23)C1 (stereo not drawn)	22	108	1	-1	-5	6	0.0	-3.8	10
O=C(CSc1ncnc2c1cnn2-c1cccc(Cl)c1)NCC1CCCO1 (stereo not drawn)	29	102	-12	-3	-1	17	-2.6	3.5	-19
CCCCn1c(N)c(N(CC)C(=O)c2ccc3c(c2)S(=O)(=O)c2ccccc2C3=O)c(=O)[nH]c1=O	-6	113	-6	-2	5	12	-4.9	0.5	-10
COc1cccc(Cn2cc(N)cn2)c1	12	84	-4	-5	-1	-3	-0.4	-0.8	-13
O=C(c1ccc(Cn2c(=S)[nH]c3ccc(N4CCOCC4)cc3c2=O)cc1)N1CCN(c2ccc(F)cc2)CC1	12	86	5	-3	-10	-3	-3.4	-4.4	-32
Cc1cccc(C(=O)Nc2ccc(N3CCN(c4ccc(C(F)(F)F)cn4)CC3)nc2)c1	-2	94	4	9	-12	18	1.9	0.6	-5
CC(C)c1[nH]nc2c1C(c1ccco1)C(C#N)=C(N)O2 (stereo not drawn)	5	95	19	2	-8	13	-1.1	0.6	-1
CC1CC[C@@]2(OC1)O[C@H]1CC3[C@@H]4C[C@@H](O)[C@@]5(O)C[C@@H](O)[C@H](O)C[C@]5(C)[C@H]4CC[C@]3(C)[C@H]1[C@@H]2C (stereo partly drawn)	-23	102	6	-14	2	2	-0.4	-2.2	-16
N#CC1CCCc2c1[nH]c1ccc([N+](=O)[O-])cc21 (stereo not drawn)	10	86	-14	-5	-23	31	-2.2	-2.2	4
O=C(N/N=C/c1cc([N+](=O)[O-])ccc1O)C(O)(c1ccccc1)c1ccccc1	-40	105	-2	46*	0	2	-3.6	-2.3	-1
c1ccc(C2c3[nH]c4ccccc4c3CCN2Cc2cccn2-c2ccccn2)nc1 (stereo not drawn)	12	100	7	-19	-2	-8	-1.3	-2.2	-3
O=C1Nc2ccc(Br)cc2C1Cc1ccccc1F (stereo not drawn)	0	103	6	-5	1	22	-1.4	-0.2	-10
Cc1c(NC(=O)Nc2ccc(C#N)cc2)c(=O)n(-c2ccccc2)n1C	-1	106	2	-2	10	26	-5.8	-3.2	-9
CCCC(C)NC(=S)Nc1cc(C)cc(C)c1 (stereo not drawn)	-1	105	-9	-2	3	-5	-2.9	-0.4	-10
COc1ccc(N(CC(=O)N2CCN(Cc3ccccc3)CC2)S(C)(=O)=O)c(OC)c1	4	102	-4	-4	1	15	-1.0	-1.1	-19
CSCC[C@H](NC(=O)c1cc([N+](=O)[O-])ccc1Cl)c1nc2ccccc2[nH]1	5	109	1	1	1	25	-1.9	-1.5	2
N#Cc1cnn2cc(CCN3CCOCC3)c(-c3ccc(F)cc3)nc12	6	83	0	4	-14	-3	-1.3	-0.1	-2
COc1ccc(C(C)NCCC(c2ccc(OC(C)C)cc2)c2ccccc2OC)cc1 (stereo not drawn)	-22	194*	-9	-78	45*	-4	-0.1	-1.9	26
CCCCOC(=O)CCn1[nH]c(=O)c2ccccc2c1=O	16	92	8	2	-3	-18	-4.8	-2.1	2
CCCC(=O)c1cc2c(cc1NC(=O)CC)OCCO2	-14	102	1	6	2	2	-2.5	-1.0	-8
CN1CCN(c2ccc(NC(=O)c3ccc(C#N)cc3F)cc2Cl)CC1	4	112	-2	-1	9	5	-1.6	0.3	9
CC(C)[C@H](NC(=O)N1CC(=O)Nc2ccccc21)C(=O)Nc1nccs1	10	93	-6	2	-2	27	0.3	0.5	-21
Cc1ccc(-c2nnc(-c3ccc(Br)cc3)o2)o1	9	101	-1	2	5	nt	-2.6	-0.7	-2
CCc1ccccc1NC(=O)CCC(=O)OCC(=O)c1ccc(-c2ccccc2)cc1	27	96	4	8	0	21	-3.2	-0.8	-3

The closing 4 compounds of the part before come first, to join the parts.
SMILES	UBC9 SUMO inh	MEKK2wt PB1 HTS	PfM18AAP inh	NS3 helicase inh	MEKK2 mut-MEK5	NALP1 inh	IMP-1 inhibitor	VIM-2 inhibitor	FID counter
CN1CCN(c2ccc(NC(=O)c3ccc(C#N)cc3F)cc2Cl)CC1	4	112	-2	-1	9	5	-1.6	0.3	9
CC(C)[C@H](NC(=O)N1CC(=O)Nc2ccccc21)C(=O)Nc1nccs1	10	93	-6	2	-2	27	0.3	0.5	-21
Cc1ccc(-c2nnc(-c3ccc(Br)cc3)o2)o1	9	101	-1	2	5	nt	-2.6	-0.7	-2
CCc1ccccc1NC(=O)CCC(=O)OCC(=O)c1ccc(-c2ccccc2)cc1	27	96	4	8	0	21	-3.2	-0.8	-3
O=[N+]([O-])c1cc(S(=O)(=O)Nc2ccc(Cl)cc2)ccc1N/N=C/c1ccncc1	14	95	-3	13	-4	-12	-1.4	-2.8	-1
O=S(=O)(N/N=C/c1ccccc1OCc1ccc(Cl)cc1)c1ccccc1	-10	100	10	4	-1	31	-2.3	0.4	0
Cc1ccc(S(=O)(=O)N2CCN(C(=O)c3ccco3)CC2)cc1C	4	102	-2	-6	1	2	-6.2	-4.0	-24
NC(Cc1ccc(O)c([N+](=O)[O-])c1)C(=O)O (stereo not drawn)	10	105	-2	0	-1	17	-3.0	-0.3	2
COc1ccccc1N1CCN(C(c2cc3ccc(C)cc3[nH]c2=O)c2nnnn2C2CCCC2)CC1 (stereo not drawn)	26	83	0	3	-7	10	-2.2	-2.2	-3
O=C1CC(Sc2ncccn2)C(=O)N1c1ccccc1C(F)(F)F (stereo not drawn)	-6	107	-42	0	10	-17	-0.1	1.8	-2
O=C(O)CC(Cc1ccccc1)C(=O)Nc1ccc([N+](=O)[O-])cc1 (stereo not drawn)	1	106	1	-19	0	25	-1.2	-2.3	-7
CCN(C(=O)c1cnc(N2CCN(c3ncccn3)CC2)c2ccccc12)c1cccc(Cl)c1	7	98	5	-19	4	4	-4.7	-1.9	-44
COc1cc(C(=O)NC23CC4CC(CC(C4)C2)C3)cc(OC)c1OC	3	109	-1	6	8	0	-3.1	-3.6	-37
CC(C)NC(=O)c1ccc(COCC(F)(F)F)cc1	-4	91	-2	-13	-1	48	-2.8	-4.0	-2
CCSc1nnc2c(n1)OC1(CCCC1)Nc1ccccc1-2	27	101	-4	-5	5	-4	-1.8	6.1	-4
COc1ccc(NC(=O)CN(C)S(=O)(=O)c2ccc3c(c2)NC(=O)CS3)cc1	9	100	1	3	0	-12	-1.6	-1.0	-16
Cc1noc(C)c1S(=O)(=O)NCCc1ccc(S(N)(=O)=O)cc1	20	111	3	6	15	22	-2.6	-4.5	2
Cc1c(NC(=O)/C(=C/c2cccs2)c2cccs2)c(=O)n(-c2ccccc2)n1C	14	96	6	4	10	14	1.6	-0.4	-18
O=C(CSC1=NC(=O)C(Cc2ccccc2)C(=O)N1)Nc1ncc(Br)cc1Br (stereo not drawn)	-4	95	-7	4	-5	-1	-0.3	0.0	-7
CCOC(=O)c1cnc(-n2nc(C)cc2C)nc1N(C)C	-1	97	-13	-6	-1	10	-6.1	2.3	-11
CCn1cc([N+](=O)[O-])c(C(=O)N2N=C(c3ccc4ccccc4c3)CC2c2ccccc2O)n1 (stereo not drawn)	-13	98	6	-9	1	1	-4.1	-3.6	-22
CCOc1ccccc1CNC(=O)CCc1cn(C)c2ccccc12	-1	103	-3	-1	4	1	-2.3	0.6	-30
COc1ccc(-c2noc(N3CCC(C(=O)N(C)c4ccccc4)CC3)n2)cc1	0	89	-6	-4	-6	1	-1.7	-0.9	-51
O=C(CC1(O)C(=O)N(CCc2ccccc2)c2ccccc21)c1ccccn1 (stereo not drawn)	-3	104	11	0	5	3	-2.9	-2.8	-20
CC12CCC(C(=O)NNc3ccc([N+](=O)[O-])cc3)(OC1=O)C2(C)C (stereo not drawn)	-4	129	10	14	29	11	-2.4	-2.4	-17
